Giardia killer – Giardia lamblia killing. Giardia lamblia trophozoite viability. activity change, % at 7.66 µM, hits read low. 340,000 compounds, 0.15% hits; in the data active means activity change below about -80%; inconclusive means between about -30% and that limit;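 further: parasites exposed to compound for two days anaerobically before the ATP read; on the % scale 0 is the no-effect control and ±100 the full control effect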
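Compounds were tested on trophozoites seeded at 100 cells/well and held 48 hrs at 37 deg C anaerobically. An ATP-based luminescent kit measured the remaining live cells.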
FLuc counter – inhibits or activates purified firefly luciferase, miR-21 counter-screen; P08659; purified FLuc, Km substrates, luminescence inhibition; Potency, µM (titrated, usually from 57.5 µM), for inactives: at the highest dose activity change, negative = inhibition, usual class: inhibitors; 360,000 compounds, 6.9% hits; AID 588342;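 further: potency means the concentration at half of the fitted maximal effect; plate controls were vehicle for no effect and reference inhibitor for full effect; nearly all actives have a fitted effect of over 55% in size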
Target sequence (P08659 whole entry, looked up): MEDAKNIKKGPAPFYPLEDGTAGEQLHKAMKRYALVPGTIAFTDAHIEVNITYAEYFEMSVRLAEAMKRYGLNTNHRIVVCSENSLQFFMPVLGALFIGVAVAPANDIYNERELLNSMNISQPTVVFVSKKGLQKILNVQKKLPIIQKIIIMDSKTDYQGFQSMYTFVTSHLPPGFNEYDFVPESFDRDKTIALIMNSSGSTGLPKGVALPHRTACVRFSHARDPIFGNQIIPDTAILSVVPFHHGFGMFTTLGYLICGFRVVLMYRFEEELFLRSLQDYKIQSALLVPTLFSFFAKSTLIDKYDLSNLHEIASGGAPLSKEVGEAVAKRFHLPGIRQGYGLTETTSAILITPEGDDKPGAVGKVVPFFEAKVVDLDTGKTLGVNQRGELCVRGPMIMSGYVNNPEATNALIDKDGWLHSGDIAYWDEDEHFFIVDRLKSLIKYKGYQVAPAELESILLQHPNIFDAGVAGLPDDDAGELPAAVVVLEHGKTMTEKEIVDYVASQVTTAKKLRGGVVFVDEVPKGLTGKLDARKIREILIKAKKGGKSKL
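Purified P. pyralis luciferase, 10 nM final, with Km-level 10 uM D-luciferin and 10 uM ATP in 50 mM Tris acetate pH 7.5, 10 mM Mg acetate, 0.01% Tween-20, 0.05% BSA; 6-point qHTS titration about 60 µM downward; luminescence read.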
Coupling enz – counter-screen for Giardia aldolase inhibitors: coupling enzyme system. activity change, negative = inhibition, % at 58.2 µM, hits read low. AID 2472. coupling enzyme system counterscreen, AmpLite Red fluorescence. 290,000 compounds, 0.67% hits; in the data active means activity change below about -30%; further: on the % scale 0 is the no-effect control and ±100 the full control effect
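Final compound at 57.5 uM, incubated 10 min at RT with coupling enzyme reagent (glyceraldehyde-3-phosphate), then 20 min with substrate and AmpLite Red detection. Fluorescence read at 525/598 nm; tests interference with the coupling assay, not aldolase inhibition.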
KCNH2 3.1 inh – inhibitors of human KCNH2 3.1 potassium channel isoform. U2OS KCNH2 3.1, thallium flux FluxOr; stronger effect = lower value. activity change, % (tested at about 1.8 µM). 340,000 compounds, 0.95% hits. AID 720553;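 active means maximum activity change below -70%; inconclusive means maximum activity change from -70% to -50%; inactive means maximum activity change above -50%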;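 further: thallium influx rate constant from kinetic fluorescence after stimulation buffer; on the % scale 0 is the no-effect control and ±100 the full control effect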
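Channel expression came from 3.1 mutant virus (1.77 x 10^8 /mL) applied to suspended U2OS cells for 4 h. Flux was tracked with FluxOr dye plus Red40 quencher, and kinetic rate constants normalized to controls.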
Tb PFK inh – blocks T. brucei phosphofructokinase; Potency, µM (doses to about 57.5 µM), for the others: at the highest dose activity, negative = inhibition, hits mostly inhibitors; 330,000 compounds, 0.17% hits; T. brucei PFK, ADP-Glo luminescence;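 further: potency means the concentration at half of the fitted maximal effect; 0% = uninhibited 1x PFK enzyme wells and -100% = no-enzyme wells; nearly all actives have a fitted effect of over 60% in size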
Target sequence (O15648 whole entry, looked up): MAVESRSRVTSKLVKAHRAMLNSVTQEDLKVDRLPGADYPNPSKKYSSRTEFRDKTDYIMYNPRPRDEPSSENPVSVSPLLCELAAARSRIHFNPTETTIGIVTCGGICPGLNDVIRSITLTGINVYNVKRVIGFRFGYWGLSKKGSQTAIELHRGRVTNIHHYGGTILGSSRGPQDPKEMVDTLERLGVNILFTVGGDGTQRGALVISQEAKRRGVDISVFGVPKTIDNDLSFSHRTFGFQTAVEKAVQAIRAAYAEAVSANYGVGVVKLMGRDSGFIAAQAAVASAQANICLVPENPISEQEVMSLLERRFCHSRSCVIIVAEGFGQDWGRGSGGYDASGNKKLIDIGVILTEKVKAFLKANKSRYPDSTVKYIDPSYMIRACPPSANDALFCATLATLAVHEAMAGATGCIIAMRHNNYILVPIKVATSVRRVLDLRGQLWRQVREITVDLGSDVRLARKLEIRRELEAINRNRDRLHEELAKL
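1.25 nM PFK with 0.5 mM F6P and 0.1 mM ATP in 0.1 M TEA pH 8.0, 5 mM MgCl2, incubated 45 min at room temperature; ADP measured by ADP-Glo luminescence; compounds titrated up to 57 uM.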
Gal4-VP16 FLuc – Gal4-VP16 reporter inhibition counter-screen; Drosophila S2 Gal4-VP16 UAS-luciferase, luminescence, 20 h; Potency, µM (top dose mostly 53.6 µM), inactives show at the top dose activity, negative = inhibition, most hits filed as inhibitors; 310,000 compounds, 3.5% hits;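 further: Gal4-VP16 expression switched on by copper sulfate through the metallothionein promoter; potency means the concentration at half of the fitted maximal effect; on the % scale 0 is the no-effect control and ±100 the full control effect; nearly all actives have a fitted effect of over 50% in size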
NPC1 promoter act – NPC1 promoter activation; Potency, µM (highest dose often 9.22 µM), for inactives: top-dose activation, most hits filed as activators; Huh7 NPC1 promoter luciferase reporter, 24 h; 320,000 compounds, 2.4% hits;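 further: potency means the concentration at half of the fitted maximal effect; % of control where 0% means no effect; nearly all actives have a fitted effect of over 60% in size; reporter is driven by a mutant NPC1 promoter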
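Compounds in DMSO were transferred onto Huh7 NPC1-luciferase reporter cells pre-incubated 2 h; after 24 h at 37 °C, Amplite reagent was dispensed and luminescence recorded 10 min later.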
ELG1 genotox – induces genotoxicity in HEK293T cells with luciferase-tagged ELG1; 330,000 compounds, 1.3% hits; Potency, µM (series often up to 46 µM), for inactives: top-dose activity change, positive = activation, actives largely listed as activators; HEK293T ELG1-luciferase reporter, luminescence, 16 h; AID 504466; further: potency means the concentration at half of the fitted maximal effect; % of control where 0% means no effect; nearly all actives have a fitted effect of over 60% in size
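Screening used a luciferase reporter fused to human ELG1 in HEK293T cells. Luminescence was read on a CCD plate imager after 16 hr exposure and 30 min ONE-Glo incubation.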
RORgamma inh – blocks mouse ROR gamma transcriptional activity | P51450 | Drosophila S2 Gal4-RORgamma UAS-luciferase reporter, 20 h | Potency, µM (top dose mostly 53.6 µM), inactives show at the highest dose activity change, negative = inhibition, hits mostly inhibitors | 310,000 compounds, 5.4% hits; further: potency means the concentration at half of the fitted maximal effect; on the % scale 0 is the no-effect control and ±100 the full control effect; nearly all actives have a fitted effect of over 60% in size
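Read-out: Photinus luciferase luminescence; inhibitors lower reporter signal. Insect Schneider cells with Gal4-ROR gamma fusion under metallothionein promoter, UAS reporter; 700 uM final copper sulfate induction, 20 hr, ambient temperature.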
uPA surface inh – cell surface uPA generation inhibition; Potency, µM (series often up to 38.3 µM), for the others: top-dose activity change, negative = inhibition, hits mostly inhibitors; 330,000 compounds, 0.31% hits; cell surface uPA generation assay, qHTS; active means well fitted inhibition curve with a large enough effect; inconclusive means small, poorly fitted or top-dose-only effect; inactive means no such curve, though single readings can be large or run the other way; tested in mouse RAW 264.7 cells; further: potency means the concentration at half of the fitted maximal effect; on the % scale 0 is the no-effect control and ±100 the full control effect; nearly all actives have a fitted effect of over 55% in size
Rab9 prom act – activates the Rab9 promoter. Huh7 Rab9 promoter-luciferase reporter, luminescence, 24 h. Potency, µM (highest dose often 9.22 µM), for the others: top-dose activation, negative = inhibition, usual class: activators. 320,000 compounds, 2.8% hits. AID 485297; further: potency means the concentration at half of the fitted maximal effect; % of control where 0% means no effect; nearly all actives have a fitted effect of over 60% in size
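Cells were plated at 1500 per well in reduced-serum medium with 10% FBS and left 2 h. Compound in DMSO was then added for 24 h at 37 °C. Reporter signal was read by luminescence after 10 min with luciferase detection reagent.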
* hit, by the source's call; ? = inconclusive; nt = no result given; [ ] = another dose, or the depositor's remark. Unless noted, the call rests on the fitted dose curve; in most records, active means well fitted curve in the direction sought with a large enough effect; inconclusive means small, poorly fitted or top-dose-only effect, or another doubt; inactive means no such curve, though single readings can be large; an effect the other way counts as inactive or inconclusive. Hits appear at their usual frequency; about 14% have a hit in one of these screens.

SMILES | Giardia killer | FLuc counter | Coupling enz | KCNH2 3.1 inh | Tb PFK inh | Gal4-VP16 FLuc | NPC1 promoter act | ELG1 genotox | RORgamma inh | uPA surface inh | Rab9 prom act
COC(=O)c1c(C)[nH]c(C(=O)/C=C/c2cccc(Cl)c2)c1C | -4.5 | ? | 0.8 | -6.7 | 0.9% | ? | ? | ? | 8.91µM* | -0.9% | ?
O=C(NCC1(N2CCCCC2)CCCCC1)c1ccc(NS(=O)(=O)c2ccccc2)cc1 | -9.5 | -0.5% | nt | -16.8 | -1.6% | nt | 0.7% | 4.7% | nt | 3.6% | -10.3%
O=S(=O)(Nc1ccc(S(=O)(=O)Nc2ncccn2)cc1)c1ccc(Cl)cc1 | 0.7 | -1.2% | -1.8 | 23.4 | 1.9% | -0.2% | 2.3% | 0.8% | 5.3% | 2.5% | 2.2%
O=C(/C=C/c1ccccc1[N+](=O)[O-])OCC(=O)c1ccccc1 | -15.3 | 23.9µM* | -5.7 | -0.6 | 0.1% | 7.8% | 0.5% | 8.1% | 0.3% | -1.5% | 0.8%
CC(=O)NCCc1nc2cc(NC(=O)c3cccs3)ccc2n1C | 1.0 | ? | 1.4 | 1.8 | -7.6% | 4.4%[10 µM] | ? | -12.8% | -11.7% | 0.5% | 4.47µM*
NC(=O)COC(=O)c1ccc(S(=O)(=O)NCc2ccco2)cc1 | 1.6 | -0.5% | 3.7 | -10.0 | -14.4% | 1.7% | -5.7% | -0.3% | 1.0% | -1.1% | -3.6%
COCCCNC(=O)Cn1cnc2c(OCc3ccccc3)ncnc21 | -7.8 | nt | nt | -5.1 | -2.1% | nt | nt | 0.4% | nt | 0.0% | nt
O=C(Cc1cccs1)NCc1ccccc1Br | -22.5 | 19µM* | 0.8 | 13.9 | -3.7% | 2.9% | ? | ? | 1.8% | ? | 3.98µM*
O=C(NCCN1C(=O)S/C(=C\c2ccc(Cl)c(Cl)c2)C1=O)c1ccc2c(c1)C(=O)N(Cc1ccncc1)C2=O | 8.2 | -12.0% | -3.1 | -6.5 | -1.4% | ? | 0.8% | 5.2% | ? | 1.0% | -1.9%
O=[N+]([O-])c1ccc(CN2CCN(c3ncccn3)CC2)cc1 | 41.0[activator] | 1.1% | 4.3 | -0.2 | -0.9% | 1.1% | -1.6% | -2.6% | -12.8% | 2.4% | -1.7%
Cc1ccsc1C(C(=O)NC1CCCCC1)N(C(=O)c1csnn1)C1CC1 (stereo not given) | -11.7 | 3.5% | -2.0 | 14.0 | 0.1% | 3.0% | 6.6% | -0.5% | 12.5% | 6.3% | -2.4%
Cc1c(Cl)cccc1NC(=O)COC(=O)c1ccc(CN2CCCC2=O)cc1 | 4.3 | 2.9% | nt | -14.9 | 4.3% | nt | 0.9% | 2.7% | nt | ? | -1.4%
COc1ccc(N2CCN(S(=O)(=O)c3ccc(OC)cc3)CC2)cc1 | 9.6 | -1.7% | 1.2 | 9.3 | 1.0% | -10.3% | 1.0% | -4.0% | 39.7% | -3.8% | -6.3%
O=C(c1cc2ccccc2o1)N1CCN(S(=O)(=O)c2ccc(Cl)s2)CC1 | -18.5 | nt | nt | -16.3 | 8.0% | nt | 10.0% | -8.7% | nt | -4.0% | -5.0%
CCNc1ccc(C(=O)OC(C(=O)NC(N)=O)C(C)C)cc1[N+](=O)[O-] (stereo not given) | -1.7 | 4.4% | -1.5 | -4.2 | 1.1% | -5.3% | -7.7% | 16.3% | -11.4% | 0.8% | -1.0%
CCOc1ccc(CCNC(=O)c2cc([N+](=O)[O-])ccc2N2CCOCC2)cc1OCC | -13.5 | 1.0% | 5.6 | 18.0 | 0.7% | -5.5% | -1.1% | -7.0% | -6.1% | 2.3% | -2.7%
COc1cccc([C@@H]2CC=C(C(=O)O)CN2S(=O)(=O)c2ccc(C)cc2)c1 | -7.7 | 5.2% | nt | 17.8 | 0.0% | nt | -0.5% | 1.0% | nt | 0.5% | -1.2%
CC1(C)CC(=O)C2=C(C1)Oc1ncn(CCO)c(=N)c1C2c1ccccc1 (stereo not given) | 5.0 | 1.9% | -0.7 | 1.5 | -0.4% | 2.7% | 7.0% | -0.3% | 24.4% | -0.2% | 1.0%
CCCCNC(=O)c1ccccc1NS(=O)(=O)c1ccc2c(c1)OCCO2 | 12.1 | 2.4% | 1.1 | -5.2 | -7.7% | 3.2% | 0.5% | -7.0% | 0.2% | 5.0% | 14.7%
CCOc1cc(C2NC(=O)c3ccccc3O2)ccc1OC (stereo not given) | 23.7 | 1.6% | 4.4 | -9.4 | -1.5% | 4.0% | -3.1% | 2.2% | 10.7% | -7.1% | 0.2%
CCOc1ccccc1NC(=O)CCN(c1ccc(C)cc1)S(=O)(=O)c1ccccc1 | 11.9 | 0.2% | -2.3 | -11.1 | -0.6% | -3.7% | -0.6% | -0.8% | -2.0% | 2.0% | -16.2%
Cc1ccc(OCCCCn2ccnc2)c(Cl)c1 | 4.5 | -1.8%[2.3 µM] | 0.5 | -1.0 | -1.2% | ? | 14.9% | -0.2% | 11.2µM* | nt | 16.6%
O=C(NCCN1CCN(c2ccccc2)CC1)c1ccc(NC(=O)C2CCCO2)cc1 (stereo not given) | -9.4 | 0.4% | 8.3 | 5.0 | 2.2% | ? | 2.7% | -0.4% | 18.5% | 1.9% | 20.3%
O=[N+]([O-])c1cc(C(F)(F)F)ccc1Sc1nccn1Cc1ccccc1 | -1.9 | -4.3% | -8.1 | -3.4 | 1.1% | -5.6% | -2.4% | 1.5% | -10.0% | 4.5% | -1.5%
Cc1cccc(-c2ncc(CN3CCCC(CO)(Cc4ccccc4C)C3)cn2)c1 (stereo not given) | -6.6 | -7.1% | 0.9 | -14.1 | -2.4% | -0.3% | 0.8% | -5.4% | ? | 13.8% | 0.6%
CCOC(=O)Cc1csc(NC(=O)c2csc(C)c2)n1 | -15.4 | ? | 0.0 | -14.1 | -2.3% | 9.7%[0.365 µM] | 11.3% | ? | 26.2% | nt | -0.1%
CCC(CC)c1ncc[nH]1 | -10.9 | -0.4% | 0.9 | -0.4 | 2.3% | -16.8% | -3.6% | -2.1% | -1.9% | -2.7% | -4.4%
CC(=O)C[C@@H](O)CC(=O)[C@@H]1OC(=O)[C@H](C)CCCCc2ccccc21 | 1.0 | nt | nt | 0.2 | -1.9% | nt | nt | 0.8% | nt | -4.2% | nt
COc1cc(/C=N/Nc2cc(C)nc(N)n2)ccc1O | -2.4 | 9.53µM* | 0.0 | 0.5 | -0.4% | -3.2% | 2.4% | ? | -24.9% | -9.9% | -3.7%
CCOC(=O)n1n[n+]([O-])c2ccccc21 | -5.5 | 0.6% | -1.4 | 1.1 | -0.1% | -1.6% | 1.2% | -0.7% | -2.4% | -0.7% | 1.7%
CCC(C)NC(=O)C(NS(=O)(=O)c1ccc2c(c1)c(=O)n(C)c(=O)n2C)c1ccccc1 (stereo not given) | 16.4 | 0.7% | 1.0 | -10.3 | 0.2% | -2.4% | -2.9% | 2.5% | -10.8% | 14.4% | -6.1%
O=C(CC1SC(N2CCOCC2)=NC1=O)Nc1cccc(C(F)(F)F)c1 (stereo not given) | -11.3 | nt | nt | 13.1 | -16.9% | nt | nt | -0.8% | nt | 0.0% | nt
CCCCC(=O)NC1(C(F)(F)F)C(=O)N(Cc2ccco2)C(C)=C1C(=O)OC (stereo not given) | -9.0 | -0.5% | 4.0 | 5.7 | -1.0% | 4.2% | -5.1% | -3.1% | -1.0% | 2.3% | -0.9%
Cc1ccc(Cn2ccc(NC(=O)c3noc4c3CCCCC4)n2)cc1 | -19.3 | ? | 0.1 | 2.7 | -5.1% | 0.3% | 16.3% | 2.0% | ? | 6.7% | 0.7%
COc1ccc(C2=NN(CCC(=O)NCc3ccc4c(c3)OCO4)C(=O)CC2)cc1 | 0.9 | 3.2% | 0.6 | 5.6 | -2.7% | -9.6% | -0.3% | 0.4% | 22.3% | 2.5% | -4.9%
Fc1ccc(CNC(=S)Nc2ccccc2Cl)cc1 | 3.5 | 3.0% | -2.8 | 5.8 | -0.6% | ? | -2.0% | 0.6% | 11.2µM* | -6.3% | -0.1%
Cc1cnc(NC(=O)CSc2nnc3ncccn23)s1 | 4.7 | -1.6% | -0.5 | -0.6 | 0.8% | -13.6% | 0.1% | -10.5% | 37.2% | 0.4% | 0.1%
Cc1ccsc1C(=O)NCc1ccc(F)cc1 | -25.3 | 0.6% | 1.4 | -6.8 | -5.0% | -11.3% | 0.7% | 2.2% | 9.0% | -1.2% | -0.8%

Screening data (PubChem BioAssay)
